Screens: PubChem BioAssay, National Center for Advancing Translational Sciences (NCATS)
Sm TGR inh: blocks Schistosoma mansoni thioredoxin glutathione reductase. Q962Y6. purified TGR, DTNB reduction, TNB absorbance 405 nm. Potency, µM (highest dose often 114 µM), for inactives: at the top dose activity change, negative = inhibition, most hits filed as inhibitors. 360,000 tested, 3% active. AID 485364; note: potency is the fitted concentration of half-maximal effect; nearly all actives have a fitted effect of over 60% in size
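TGR 20 nM + NADPH 100 uM (dispensed conc.), cpd preinc 15 min RT; start with NADPH (500 uM addition) then DTNB (15 mM addition). Kinetic TNB absorbance, 405 nm filter. Four-parameter Hill fit across titration.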
AMA1-RON2 inh: AMA1-RON2 (P. falciparum) interaction inhibition; AlphaScreen AMA1-biotinylated RON2 peptide binding; Potency, µM (doses to about 58.2 µM), for the others: top-dose activity change, negative = inhibition, usual class: inhibitors; 360,000 tested, 0.2% active; AID 720542;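 note: potency is the fitted concentration of half-maximal effect; 0% = vehicle wells and -100% = peptide control; nearly all actives have a fitted effect of over 45% in size; some results filed as inactive show a strong effect at the top dose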
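AMA1 (3D7) with his tag at 25 nM final met compounds first, then biotinylated RON2 peptide at 25 nM; detection used donor plus acceptor beads, 10 µg/mL apiece, read by AlphaScreen after 30 min at room temperature.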
Giardia FBPA inh: inhibitors of Giardia lamblia fructose-1,6-bisphosphate aldolase | 290,000 tested, 0.71% active | A8B2U2 | Potency, µM (titrated, usually from 59.6 µM), inactives show top-dose activity, negative = inhibition, hits mostly inhibitors | purified Giardia FBPA; note: potency is the fitted concentration of half-maximal effect; nearly all actives have a fitted effect of over 55% in size
Target sequence (A8B2U2 whole entry, looked up): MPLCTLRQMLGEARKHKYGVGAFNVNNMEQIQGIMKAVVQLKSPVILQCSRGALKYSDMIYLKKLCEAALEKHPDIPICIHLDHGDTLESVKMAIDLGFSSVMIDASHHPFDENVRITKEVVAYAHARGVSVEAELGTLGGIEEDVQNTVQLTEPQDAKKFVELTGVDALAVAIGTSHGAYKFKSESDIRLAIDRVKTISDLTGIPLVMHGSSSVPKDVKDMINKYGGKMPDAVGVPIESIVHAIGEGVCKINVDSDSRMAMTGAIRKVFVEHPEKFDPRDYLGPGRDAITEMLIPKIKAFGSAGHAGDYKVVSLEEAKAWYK
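Giardia FBPA (40 nM reagent) was preincubated 10 min at RT with compound (up to 57.5 uM final), then substrate plus GAPDH/TPI/NAD/arsenate coupling system with diaphorase/resazurin was added; resorufin fluorescence (525/598 nm) was read after 20 min.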
HCMV antiviral: blocks human cytomegalovirus replication | HFF cells, HCMV-luciferase reporter, 72 h; hits give low values | activity change, negative = inhibition, % at 57.5 µM | 410,000 tested, 4.5% active | AID 1259415; in the data active = activity change below about -60%; inconclusive = no clear call, values can overlap the other calls; inactive = above about -39%
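Cell-based, HFFs, 1000 cells/well, 16 h 37C; cpds in DMSO + HCMV-luc, MOI 1 PFU/cell; 72 h 37C; OneGlo luminescence after 5 min RT; norm. to buffer vs Salinomycin 10uM.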
HCV inh: blocks hepatitis C virus. Huh7.5.1 HCVcc-Cre infection, luciferase reporter, 44 h. Potency, µM (titrated, usually from 41.8 µM), without a hit: at the top dose activity change, negative = inhibition, usual class: inhibitors. 340,000 tested, 3.4% active; note: potency is the fitted concentration of half-maximal effect
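Compounds are dispensed onto cells plated 4 h earlier at 1,000 per well, with HCVcc-Cre virus (about 0.5 moi) added next. Following 44 h of culture, luminescent signal is measured for 15 sec after 15 min with substrate at room temperature.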
AmpC inh detg: inhibitors of E. coli AmpC beta-lactamase with detergent; AmpC hydrolysis of nitrocefin, absorbance 480 nm, 0.01% Triton; 370,000 tested, 0.041% active; Potency, µM (titrated, usually from 114 µM), inactives show at the highest dose activity change, negative = inhibition, most hits filed as inhibitors;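 note: potency is the fitted concentration of half-maximal effect; 0% = no-compound wells and -100% = no-enzyme wells; nearly all actives have a fitted effect of over 25% in size; some results filed as inactive show a strong effect at the top dose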
Target sequence (P00811 whole entry, looked up): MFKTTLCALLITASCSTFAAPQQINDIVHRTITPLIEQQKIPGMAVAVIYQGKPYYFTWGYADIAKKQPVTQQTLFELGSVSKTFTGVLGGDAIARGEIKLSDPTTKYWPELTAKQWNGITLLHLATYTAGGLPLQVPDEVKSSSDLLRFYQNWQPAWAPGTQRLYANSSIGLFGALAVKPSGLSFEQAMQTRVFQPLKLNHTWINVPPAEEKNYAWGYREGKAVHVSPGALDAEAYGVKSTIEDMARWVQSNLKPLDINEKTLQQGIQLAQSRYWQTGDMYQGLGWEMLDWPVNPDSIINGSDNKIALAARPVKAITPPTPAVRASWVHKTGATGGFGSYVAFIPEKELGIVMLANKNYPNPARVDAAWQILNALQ
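AmpC (5.3 nM in the dispensed reagent) in 20 mM phosphate pH 7.0 with 0.01% (detergent screen) or 0.0001% Triton X-100 was preincubated with compounds for 15 min at room temperature. Nitrocefin was then added from an 800 uM solution, and hydrolysis was followed at 480 nm.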
* = called active by the depositor; ? = inconclusive; . = not tested or not shown; [ ] = another dose, or the depositor's remark. Unless noted, calls come from the whole dose curve; as a rule, active = well fitted curve in the direction sought with a large enough effect; inconclusive = small, poorly fitted or top-dose-only effect, or another doubt; inactive = no such curve, though single readings can be large; an effect the other way counts as inactive or inconclusive. Unless noted, % is set by controls: 0 for no effect and ±100 for the full control effect. Rows were taken by chance. Share with any hit: about 9.3%.

SMILES	Sm TGR inh	AMA1-RON2 inh	Giardia FBPA inh	HCMV antiviral	HCV inh	AmpC inh detg
COC(=O)c1cccc(NC(=O)COC(=O)CSc2nc(C)cc(C)n2)c1	4%	0%	-1%	29	15%	-5%
O=C(COc1ccc(Br)cc1)Nc1ccc(Cc2ccncc2)cc1	0%	9%	7%	1	1%	-7%
O=C(Nc1cccc2oc(=O)ccc12)c1ccc([N+](=O)[O-])cc1[N+](=O)[O-]	-32%	-7%	-9%	-6	?	?
CCc1ccccc1NS(=O)(=O)c1c(C(=O)N2CCCCCC2)c(C)n(C)c1C	5%	1%	6%	-39	2%	-8%
C[C@@]12C(=O)N(c3cccc(Br)c3)C(=O)N1[C@H](c1ccc(Cl)cc1)[C@@H]1C(=O)N(C3CCCCC3)C(=O)[C@@H]12	-25%	4%	-16%	?	?	?
O=C(C1CCCN(S(=O)(=O)c2cnc[nH]2)C1)N1CCN(c2ccc(Cl)cc2)CC1 (configuration not stated)	-11%	-3%	0%	-9	-5%	-17%
C[C@H](NC(=O)c1nc[nH]c1C(=O)NCc1ccccc1)c1ccccc1	8%	94%[activator]	.	40	?	3%
COc1ccccc1N1CCN(C(=O)c2ccc(NC3=NC4CS(=O)(=O)CC4S3)cc2)CC1 (configuration not stated)	2%	0%	-11%	-1	5%	-2%
O=C(NC1=NCCS1)c1ccc(Cl)c(S(=O)(=O)N2CCc3ccccc32)c1	8%	92%[activator]	-7%	-27	?	-1%
O=C(NC1CCCc2ccccc21)C1CCCN(S(=O)(=O)c2cnc[nH]2)C1 (configuration not stated)	2%	1%	-1%	61	12%	3%
Cc1ccc(-c2csc(NC(=O)C3=NN(C4CCS(=O)(=O)C4)C(=O)CC3)n2)cc1 (configuration not stated)	-2%	-7%	4%	-12	7%	-6%
COc1ccc(OC)c(CNc2ccc([N+](=O)[O-])cc2C)c1	3%	13µM*	-11%	-91*	-21%	3%
Cn1c(CN2CCOCC2)nnc1SCC(=O)NC1CCCCC1	2%	2%	0%	-1	22%	?
O=C(NCc1ccco1)/C(=C\c1cccs1)NC(=O)c1ccco1	-7%	12%	4%	33	21%	-7%
Cc1ccc(C(=O)N2CCc3ccccc32)cc1[N+](=O)[O-]	-14%	-3%	-4%	48	-5%	-4%
Clc1ccc2nc(CSc3nnc(-c4c[nH]c5ccccc45)o3)cn2c1	.	9%	.	4	5%	.
O=C1NC2(NN1c1ccccc1)C1CC3CC(C1)CC2C3 (configuration not stated)	-8%	3%	-3%	30	13%	0%
COc1ccc(NC(=O)c2sc3nc(C)cc(C)c3c2N)cc1	5%	14%	5%	33	?	-7%
Cc1cc(C)cc(N=C2SC(CC(=O)Nc3ccccc3)C(=O)N2CCN2CCOCC2)c1 (configuration not stated)	-2%	-4%	-12%	62	16%	0%
Cc1cccc(C)c1N(CC(=O)NC1CCCCC1)C(=O)c1csnn1	-6%	17%	-8%	46	27%	-21%
COc1cc(OC)cc(C(=O)N=c2sc3ccccc3n2C)c1	-1%	4%	-3%	112	-22%	-4%
CN(C)S(=O)(=O)c1ccc(C(=O)Nc2nnc(-c3ccco3)o2)cc1	0%	47%[activator]	6.3µM*	10	14%	-8%
C[C@H]1CN=C(N(C)C)N1CCc1cccc(F)c1	-6%	23%	.	-11	?	-9%
CCCCOc1ccc(/C(O)=C2/C(=O)C(=O)N(CCN(C)C)C2c2ccc(O)c(OC)c2)cc1 (configuration not stated)	?	6%	-7%	35	15%	-15%
CC(C)c1ccc(NC(=O)COC(=O)[C@H](CCC(N)=O)NC(=O)c2ccc(F)cc2)cc1	4%	21%[2.32 µM]	-7%	1	22%	?
COc1ccc(S(=O)(=O)N2C[C@H]3CON(C)[C@H]3C[C@H]2c2cccc(Br)c2)cc1	.	-1%	.	-9	28%[8.37 µM]	.
Cc1ccccc1COC(=O)c1ccc(-c2nnn(Cc3ccccc3F)n2)cc1	8%	.	.	-3	.	-1%
C=CCn1c(=O)c(C(=O)Nc2ccccc2OC)c(O)c2ccccc21	4%	.	5%	.	.	?
C#CCOCCOCCOCCNc1nc(N2CCN(C(=O)CCCCCCCCCCNC(=O)[C@H]([C@@H](C)CC)n3cc(CCCCN=C(N)N)nn3)CC2)nc(N2CCN(C(=O)CCCCCCCCCCNC(=O)[C@H](CO)n3cc(CCCSC)nn3)CC2)n1	-33%	?	.	.	?	2%
Cc1cc(C)c(S(=O)(=O)N2CCN(C(=O)c3cccs3)CC2)c(C)c1	0%	16%	8%	-8	-18%	-1%
COc1cc(NC(=S)NCCCN2CCOCC2)c(OC)cc1NC(=O)c1ccco1	?	1%	-1%	-1	6%	-14%
CN(C)c1nc(OCCNC(=O)Nc2ccc(Cl)cc2)nc(N(C)C)n1	0%	8%	-5%	-38	-6%	-12%
O=C(CN1C(=O)NC2(CCCC2)C1=O)OCc1ccc(Cl)c(Cl)c1	-3%	-5%	.	-27	-6%	-4%
COc1ccccc1N1CCN(C(=O)c2cc(-c3cccc(Cl)c3)on2)CC1	0%	25%	9%	-8	?	5%
Cc1cc(=O)n2nc(N3CCCC(C(=O)Nc4ccc(C)c(C)c4)C3)sc2n1 (configuration not stated)	0%	-1%	-10%	16	?	-4%
COc1ccccc1/C=N/NC(=O)c1cc2c(ccc3ccccc32)o1	?	3%	.	-12	-18%	9%
O=C(CSc1n[nH]c(=O)n1C1CC1)Nc1cc(Cl)ccc1Oc1ccccc1	-11%	-1%	4%	0	?	?
Cc1occc1C(=O)N/N=C/c1ccc2c(c1)OCO2	1%	38%[activator]	-7%	0	-8%	-7%
CC(OC(=O)c1ccc([N+](=O)[O-])cc1)C(=O)NCC1CCCCC1 (configuration not stated)	.	-2%	.	-24	-7%	.
Cc1cccc(/C(N)=N/OC(=O)Cc2cccc3ccccc23)c1	32%	-2%	-4%	-20	3%	-7%

2 records drawn at random from those above, as already listed:
SMILES	Sm TGR inh	AMA1-RON2 inh	Giardia FBPA inh	HCMV antiviral	HCV inh	AmpC inh detg
COc1cc(OC)cc(C(=O)N=c2sc3ccccc3n2C)c1	-1%	4%	-3%	112	-22%	-4%
COc1ccccc1N1CCN(C(=O)c2cc(-c3cccc(Cl)c3)on2)CC1	0%	25%	9%	-8	?	5%

(continued)
SMILES	Sm TGR inh	AMA1-RON2 inh	Giardia FBPA inh	HCMV antiviral	HCV inh	AmpC inh detg
Cc1nn(Cc2ccccc2)c(C)c1C(=O)NC1CCCc2ccccc21 (configuration not stated)	1%	-18%	4%	-14	-1%	-2%
CN1CCN(C(CNC(=O)c2ccc(F)cc2)c2ccc3c(c2)OCO3)CC1 (configuration not stated)	-1%	.	.	-9	.	4%
Cc1cccc(N(C)c2cc(C)nc3ncnn23)c1	-4%	0%	3%	9	4%[8.37 µM]	-12%
Cc1ccc(S(=O)(=O)Nc2ccccc2C(=O)OC(C)C(=O)Nc2ccc3ccccc3c2)cc1[N+](=O)[O-] (configuration not stated)	1%	2%	-1%	?	7%	4%
CN(CCOc1ccc(Cl)cc1)C(=O)c1ccccc1SCC(=O)N1CCCC1	0%	1%	.	?	10µM*	1%
Cc1nc(NC(=O)c2ccccc2)sc1C	0%	-2%	-11%	38	-13%	?
CC(C)CN(C(=O)c1ccc(S(=O)(=O)N2CCCC2)cc1)C1CCS(=O)(=O)C1 (configuration not stated)	-2%	12%	.	-17	4%[8.37 µM]	?
COC(=O)c1ccc(C(=O)OC)c(NC(=S)N2CCCCC2)c1	-6%	4%	3%	6	-9%	?
Cc1ccc2oc(Nc3nc(C)cc(C)n3)nc2c1	7%	12%	-19%	71	21%	0%
CS(=O)(=O)NNC(=O)CN1C(=O)C2C3C=CC(C3)C2C1=O (configuration not stated)	-9%	-6%	5%	-3	13%	1%
COC(=O)C1=C(c2cccc(C#N)c2)C[C@@H]2CC[C@H]1N2C(=O)NCCc1ccccc1	-8%	13%	.	-1	?	3%
CCC1S/C(=N/N=C/c2ccco2)N(Cc2ccccc2)C1=O (configuration not stated)	20µM*	?	1%	-19	15%	-6%
O=C(NC1CCCCC1)c1cccc(COCC(F)(F)F)c1	-4%	-15%	3%	0	5%	-1%
COc1nc(-c2ccc(Cl)cc2)ccc1-c1noc(-c2cccs2)n1	-1%	-13%	1%	-19	0%	-14%
COc1ccc(Cl)cc1NC(=O)CSc1nnc2[nH]c(=O)cc(C)n12	7%	.	.	17	.	5%
COc1ccc(-c2cc(C(=O)NCc3cccnc3)no2)cc1	11%	0%	1%	84	11%	-8%
O=C(NCc1ccccc1)c1cccc(NC(=O)C2CCC2)c1	.	1%	.	-6	-8%[8.37 µM]	.
COc1cc2c(cc1OC)CN(C(=S)Nc1ccc(OC(F)F)cc1)CC2	-2%	-19%	-10%	-5	?	1%
O=C(NCC(c1cccnc1)N1CCN(c2ccccc2)CC1)OCc1ccccc1 (configuration not stated)	-13%	1%	0%	-20	-10%	?
CCn1c(-c2ccc3[nH]c(C)c(C)c3c2)n[nH]c1=S	17%	16%	0%	20	-9%	-14%

Gathered by group, those above with two or more sulfur atoms (five)
SMILES	Sm TGR inh	AMA1-RON2 inh	Giardia FBPA inh	HCMV antiviral	HCV inh	AmpC inh detg
COc1ccccc1N1CCN(C(=O)c2ccc(NC3=NC4CS(=O)(=O)CC4S3)cc2)CC1 (configuration not stated)	2%	0%	-11%	-1	5%	-2%
O=C(NC1=NCCS1)c1ccc(Cl)c(S(=O)(=O)N2CCc3ccccc32)c1	8%	92%[activator]	-7%	-27	?	-1%
Cc1ccc(-c2csc(NC(=O)C3=NN(C4CCS(=O)(=O)C4)C(=O)CC3)n2)cc1 (configuration not stated)	-2%	-7%	4%	-12	7%	-6%
Cc1cc(C)c(S(=O)(=O)N2CCN(C(=O)c3cccs3)CC2)c(C)c1	0%	16%	8%	-8	-18%	-1%
CC(C)CN(C(=O)c1ccc(S(=O)(=O)N2CCCC2)cc1)C1CCS(=O)(=O)C1 (configuration not stated)	-2%	12%	.	-17	4%[8.37 µM]	?

Next entries follow:
SMILES	Sm TGR inh	AMA1-RON2 inh	Giardia FBPA inh	HCMV antiviral	HCV inh	AmpC inh detg
O=C(Nc1cccc(S(=O)(=O)Nc2ccccc2F)c1)c1ccc2ccccc2n1	8%	-10%	-23%	?	?	-5%
COc1ccc(NS(=O)(=O)c2cc(NC(=O)CC(C)(C)C)ccc2N2CCCC2)cc1	2%	17%	.	-23	-25%	2%
Cc1ccccc1NC(=O)c1c(NC(=O)c2ccccc2F)sc2c1CCC(C)C2 (configuration not stated)	-1%	.	.	-1	.	3%
O=C(Nc1ccc(F)cc1)c1ccccc1NC(=O)C1CCCCC1C(=O)O (configuration not stated)	.	9%	.	?	-8%	.
COc1ccccc1C(=O)NCC(=O)N/N=C/c1cc(Br)ccc1OCc1ccccc1	-2%	-4%	-11%	?	10µM*	2%
Cc1cccc(NC(=O)CNC(=O)COC(=O)CCS(=O)(=O)c2ccccc2)c1C	1%	3%	-11%	-5	13%	8%
COc1ccc(C)cc1NC(=O)CCNS(=O)(=O)c1cccc(C(F)(F)F)c1	-5%	-18%	3%	-2	?	-8%
Oc1ccc(/C=N/N2CCN(C3c4ccccc4-c4ccccc43)CC2)c(O)c1	.	-14%	27%	-27	1%	-4%
Cc1nn(Cc2ccccc2Cl)c2sc(C(=O)NCc3ccc4c(c3)OCO4)cc12	4%	-11%	-4%	7	?	0%
